AddAB inh: less growth of phage-infected E. coli with AddAB | E. coli expressing H. pylori AddAB, absorbance growth | inhibition, % at 11.9 µM | 0.29% of 330,000 active | AID 435030; in the data active means inhibition above about 12%;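 further: 0% = vehicle wells of infected cells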
Tat export inh: blocks Tat-dependent protein export in E. coli. 0.036% of 340,000 active. AID 488895. E. coli MC4100 TorA-mCherry Tat export, fluorescence. inhibition, % at 10 µM;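 active means mean replicate inhibition at least 50% and at least half of replicates individually reaching 50%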;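 further: exported cargo escapes ClpAP degradation while cytoplasmic cargo is degraded and loses fluorescence; 0% = median of neutral control wells and 100% = median of NaSCN control wells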
phage Ecoli inh: E. coli growth loss with phage present; inhibition, % at 11.9 µM; growth absorbance; 0.26% of 360,000 active; in the data active means inhibition above about 11%
HTR5A inv ag: inverse agonist of human HTR5A in OPRM1-OPRD1 counter-screen; inhibition, % at 9.3 µM; 0.083% of 340,000 active; HTR5A cell line, luminescence, inverse agonism; in the data active means inhibition mostly above about 23%, no sharp cut-off; inactive means mostly below about 18%;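 further: 0% = cells with DMSO and 100% = no-cell wells with DMSO; some compounds called inactive have numbers as strong as hits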
Target sequence (P47898 whole entry, looked up): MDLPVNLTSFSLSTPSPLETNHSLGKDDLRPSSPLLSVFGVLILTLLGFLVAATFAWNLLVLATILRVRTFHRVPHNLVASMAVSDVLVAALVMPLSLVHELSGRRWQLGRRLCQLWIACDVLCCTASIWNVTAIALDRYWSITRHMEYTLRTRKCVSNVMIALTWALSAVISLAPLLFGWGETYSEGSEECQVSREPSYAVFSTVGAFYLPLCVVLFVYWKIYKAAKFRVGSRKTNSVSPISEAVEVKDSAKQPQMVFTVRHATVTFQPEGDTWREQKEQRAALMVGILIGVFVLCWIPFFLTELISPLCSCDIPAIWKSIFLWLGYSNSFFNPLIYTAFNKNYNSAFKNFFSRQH
Ecoli viability: counter-screen for AddAB inhibitors: E. coli growth inhibition; inhibition, % at 11.9 µM; 0.27% of 330,000 active; AID 449728; E. coli V3065 growth, OD600 absorbance, 18 h;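 active means inhibition above the campaign's mean inhibition across all tested compounds plus 3 SD, cut at about 9.9% in these data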;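 further: uninfected addAB+ strain grown without phage in ampicillin broth; 0% = DMSO wells and 100% = ciprofloxacin 0.95 µg/ml wells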
PKA-R1A act: activators of PKA-R1A complex; P00514+P68181; PKA-R1A dissociation, Cy5-IP20 fluorescence polarization; scaled: DMSO 0%, 113 µM cGMP 100%; activation, % at 11.4 µM; 0.083% of 340,000 active; AID 504707;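 active means percent activation above the mean of all tested compounds plus 3 SD, cut at about 19% in these data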;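 further: higher means more PKAc released from R1A so a rise in polarization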
PKA-R2B act: activates the human PKA-R2B holoenzyme complex; 0.079% of 340,000 active; P22694+P31323; activation, % at 11.4 µM; PKA-R2B holoenzyme dissociation, Cy5-IP20 fluorescence polarization; R2B truncated from residue 108, S112A mutant; 0% DMSO only, 100% 113 µM cGMP;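 active means activation above a cutoff set at the mean over all compounds plus 3 SD, cut at about 18% in these data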;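 further: higher means more holoenzyme dissociation and a rise in polarization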
Target sequence (P31323 whole entry, looked up, other chains not shown, the tested form may be a part): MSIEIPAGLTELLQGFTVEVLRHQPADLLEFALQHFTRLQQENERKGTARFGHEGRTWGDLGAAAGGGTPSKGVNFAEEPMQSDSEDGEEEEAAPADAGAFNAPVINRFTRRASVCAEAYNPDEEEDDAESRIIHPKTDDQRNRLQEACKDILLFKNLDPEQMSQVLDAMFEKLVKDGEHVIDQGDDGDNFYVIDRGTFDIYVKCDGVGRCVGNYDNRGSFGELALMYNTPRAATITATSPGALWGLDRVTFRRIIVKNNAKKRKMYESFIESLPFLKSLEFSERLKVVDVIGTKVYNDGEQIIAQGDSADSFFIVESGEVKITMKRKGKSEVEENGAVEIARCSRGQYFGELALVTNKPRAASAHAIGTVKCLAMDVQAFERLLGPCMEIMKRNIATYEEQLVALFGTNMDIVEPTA
Mot1-301 SUMO: inhibitors of SUMOylation pathway: yeast Mot1-301 growth rescue; S. cerevisiae Mot1-301 growth rescue, ATP luminescence, 38.5C; percent above DMSO median, 100 means doubled; growth rescue, % at 18.8 µM; 1% of 320,000 active;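 active means every valid replicate shows activation above 250% relative to neutral control wells; inactive means the rest, any valid replicate at or below 250%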;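 further: OY570 slx delta 5 strain wells were the positive control but not used for scaling; some compounds called inactive have numbers as strong as hits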
MOR-DOR inv ag: mu-delta opioid heterodimer inverse agonism; 0.21% of 340,000 active; AID 504357; P35372+P41143; cell-based MOR-DOR heterodimer luminescence; inhibition, % at 9.3 µM; in the data active means inhibition above about 22%, passing the limit was not always enough;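 further: 0% = cells with DMSO and 100% = wells without cells with DMSO; values of inactives mirror those of a sister screen read the other way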
PfHsp90 set2: growth inhibition of yeast expressing Plasmodium Hsp90. inhibition, % at 9.4 µM. AID 504621. 0.32% of 310,000 active. S. cerevisiae expressing PfHsp90, BacTiter-Glo ATP, 48 h; yeast lacking PDR1 and PDR3 efflux regulators;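 active means every replicate shows inhibition above about 80%, whatever the replicate mean, limit read from the data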;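 further: 0% = DMSO neutral controls and 100% = 20 µM radicicol positive controls; yeast relying on Plasmodium falciparum Hsp90 in place of its own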
MOR-DOR ag: agonists of human mu-delta opioid receptor heterodimerization; cells, OPRM1-OPRD1 heterodimerization, luminescence; activation, % at 9.3 µM; 0.3% of 340,000 active; AID 504326; in the data active means activation above about 18%;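 further: 0% = vehicle-treated cells and 100% = reference agonist; values of inactives mirror those of a sister screen read the other way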
Numbers without * were called inactive; / = not tested or not shown.

The opening three compounds as a preview:
1: CCc1cccc(C)c1NC(=S)N(Cc1cccnc1)Cc1ccco1
2: Cc1ccc(C2CC(=O)C=C(O)C2)cc1 (centres undefined)
3: O=C(C1CCN(S(=O)(=O)c2cnc[nH]2)CC1)N1CCN(c2ccc([N+](=O)[O-])cc2)CC1
screen / no.,1,2,3
AddAB inh,-0.1,3.2,-1.5
Tat export inh,-5,-2,1
phage Ecoli inh,4.3,/,4.2
HTR5A inv ag,-14,1,-10
Ecoli viability,-1.2,-2.2,0.9
PKA-R1A act,-5,10,1
PKA-R2B act,-8,1,5
Mot1-301 SUMO,-12,6,9
MOR-DOR inv ag,9,9,21
PfHsp90 set2,-12,-10,-3
MOR-DOR ag,-1.5,-2.0,-4.1

All compounds of this part, from the first entry:
1: CCc1cccc(C)c1NC(=S)N(Cc1cccnc1)Cc1ccco1
2: Cc1ccc(C2CC(=O)C=C(O)C2)cc1 (centres undefined)
3: O=C(C1CCN(S(=O)(=O)c2cnc[nH]2)CC1)N1CCN(c2ccc([N+](=O)[O-])cc2)CC1
4: O=C(NCCCN1CCOCC1)C(=O)NCc1ccc(Cl)cc1
5: CC12CCC(=O)C=C1C(F)CC1C2C(O)CC2(C)C1CCC2(O)C(=O)CO (centres undefined)
6: Cc1ccc(CNC(=O)CCS(=O)(=O)c2ccc3c(c2)CC(C)N3C(=O)C2CC2)cc1 (centres undefined)
screen / no.,1,2,3,4,5,6
AddAB inh,-0.1,3.2,-1.5,-1.7,/,-0.3
Tat export inh,-5,-2,1,-2,21,-5
phage Ecoli inh,4.3,/,4.2,-2.8,4.2,0.0
HTR5A inv ag,-14,1,-10,-1,3,-2
Ecoli viability,-1.2,-2.2,0.9,2.3,/,1.4
PKA-R1A act,-5,10,1,10,12,-9
PKA-R2B act,-8,1,5,8,-2,-7
Mot1-301 SUMO,-12,6,9,11,/,9
MOR-DOR inv ag,9,9,21,2,5,9
PfHsp90 set2,-12,-10,-3,10,3,28
MOR-DOR ag,-1.5,-2.0,-4.1,-0.4,-1.0,-1.7

7: CCn1c(CNC(=O)c2cc(OC)c(OC)c(OC)c2)cc2cc(C)ccc21
8: N/C(=N\OC(=O)COc1ccc(Cl)cc1Cl)c1cccnc1
9: O=C(c1ccc(Cl)cc1)c1ccc(OCC(O)CN2CCCCC2)cc1 (centres undefined)
10: Cn1c(COc2ccccc2)nnc1SCC(=O)Nc1ccc(S(N)(=O)=O)cc1
11: Cc1ccc(N2CCN(C(=O)N3CCOCC3)CC2)c(C)c1
12: COc1ccccc1NS(=O)(=O)c1ccc(N/N=C(\C)C(C)C)c([N+](=O)[O-])c1
screen / no.,7,8,9,10,11,12
AddAB inh,-1.6,3.1,-0.1,0.2,1.1,3.1
Tat export inh,-2,-5,5,-7,-13,2
phage Ecoli inh,-0.3,-0.6,-0.1,0.3,3.2,2.8
HTR5A inv ag,-7,-16,-52,28,-2,-16
Ecoli viability,2.0,-1.0,-3.3,1.4,-0.3,0.3
PKA-R1A act,8,-10,0,-5,1,6
PKA-R2B act,10,-5,-3,4,6,-1
Mot1-301 SUMO,3,-5,246,-7,7,-12
MOR-DOR inv ag,-12,-4,-6,18,-7,-12
PfHsp90 set2,17,-3,1,5,27,-1
MOR-DOR ag,2.5,0.8,1.1,-3.5,1.4,2.1

13: CN1CC(=O)N(CC(=O)N2N=C(c3ccc(Cl)cc3)CC2c2ccco2)C1=O (centres undefined)
14: C=CCn1c(SCC(=O)Nc2ccc(NC(C)=O)cc2)nc2sc(C)c(C)c2c1=O
15: NC(=O)c1ccsc1NC(=O)COC(=O)CNC(=O)c1ccc(F)cc1
16: O=C1C2ON(c3ccc(Br)cc3)C(c3cccnc3)C2C(=O)N1C1CCCCC1 (centres undefined)
17: Cc1ccc(C2CC(c3ccccc3)=NN2C(=O)CSc2nnc(-c3ccncc3)n2C)o1 (centres undefined)
18: CCCCOc1ccc(OC(=O)Nc2cc(Cl)ccc2OC)cc1
screen / no.,13,14,15,16,17,18
AddAB inh,-0.1,-1.9,1.1,3.1,0.7,-0.7
Tat export inh,11,0,1,-3,5,4
phage Ecoli inh,-1.6,5.0,2.1,2.9,3.4,1.4
HTR5A inv ag,2,2,4,2,17,6
Ecoli viability,1.2,-0.2,-0.2,0.2,-2.5,-0.9
PKA-R1A act,-4,-22,-14,-6,-8,-7
PKA-R2B act,-2,-9,0,-8,-3,-14
Mot1-301 SUMO,-6,-4,21,38,-17,217
MOR-DOR inv ag,-11,13,12,-3,21,6
PfHsp90 set2,1,-3,/,/,-12,4
MOR-DOR ag,2.1,-3.2,-3.0,0.7,-4.1,-1.2

19: O=C(C1CCN(C2CCN(Cc3ccsc3)CC2)CC1)N1CCOCC1
20: O=C1/C(=C\c2ccc(Br)o2)SC(=Nc2ccccc2)N1c1ccccc1
21: Cc1cc(S(=O)(=O)NCC(=O)O)ccc1F
22: COc1ccc(S(=O)(=O)N2CCC(C(=O)N3CCc4ccccc4C3)CC2)cc1
23: O=C(O)C1C2CCCCC2=C2CCCCC2C1C(=O)c1ccccc1 (centres undefined)
24: Cc1cc2ccccc2c(=O)[nH]1
screen / no.,19,20,21,22,23,24
AddAB inh,-0.4,2.6,-1.5,-3.5,3.0,1.8
Tat export inh,6,-2,-6,0,-2,-5
phage Ecoli inh,1.6,5.1,3.0,4.6,2.1,0.8
HTR5A inv ag,19,-17,0,4,-17,1
Ecoli viability,0.1,0.6,-1.6,-0.9,0.9,-1.5
PKA-R1A act,2,2,3,-2,-7,-3
PKA-R2B act,7,4,9,-9,0,2
Mot1-301 SUMO,12,171,-8,-16,394*,-10
MOR-DOR inv ag,4,0,13,3,12,-9
PfHsp90 set2,-26,60,-13,2,-57,/
MOR-DOR ag,-0.8,0.0,-2.2,-0.6,-2.2,1.5

25: O=C(c1cccc(Cl)c1)N1CCCC(C(=O)N2CCCCCC2)C1 (centres undefined)
26: CCCCN(C(=S)NC(=O)c1cc(OC)c(OC)c(OC)c1)c1c(N)n(Cc2ccccc2)c(=O)[nH]c1=O
27: COc1cc([N+](=O)[O-])ccc1NC(=O)NNC(=O)CCc1ccccc1
28: CCCCNC(=S)NNC(=O)c1nn(C)cc1Cl
29: Cc1cc(=O)[nH]c(SCC(=O)Nc2nc(-c3ccccc3)cs2)n1
30: CCn1c(C)cc(/C=C2/SC(=O)N(CC(=O)N3CCCC3)C2=O)c1C
screen / no.,25,26,27,28,29,30
AddAB inh,-1.1,3.6,0.2,-0.2,3.1,1.8
Tat export inh,-4,-2,3,8,-3,0
phage Ecoli inh,2.6,2.5,3.1,0.8,2.3,0.3
HTR5A inv ag,13,-1,-10,14,6,-6
Ecoli viability,-0.2,0.5,-1.5,0.0,1.4,0.8
PKA-R1A act,0,4,9,-11,-2,-10
PKA-R2B act,-5,4,2,0,-1,1
Mot1-301 SUMO,-5,6,15,-24,206,3
MOR-DOR inv ag,23,13,6,18,-2,-4
PfHsp90 set2,-3,1,0,30,/,17
MOR-DOR ag,-5.3,-2.7,-1.1,-2.9,0.4,0.6

31: O=C(C1CCN(S(=O)(=O)c2cccc3cccnc23)CC1)N1CCN(c2ccccc2)CC1
32: CC1CCCN(S(=O)(=O)c2csc(C(N)=O)c2)C1 (centres undefined)
33: COc1cc(/C=C/C(=O)C2C(=O)C=C(C)OC2=O)cc(OC)c1O (centres undefined)
34: O=C(COc1ccc(S(=O)(=O)N2CCOCC2)cc1Cl)NCc1ccccn1
35: COC(=O)c1cc(S(=O)(=O)N2CCCCCC2)c[nH]1
36: Cc1csc(CN(C)C(=O)CC2C(=O)NCCN2Cc2ccc(Cl)c(F)c2)n1 (centres undefined)
screen / no.,31,32,33,34,35,36
AddAB inh,1.6,2.2,0.7,1.8,3.5,4.0
Tat export inh,1,4,0,9,1,2
phage Ecoli inh,2.9,-1.7,1.9,5.2,/,0.5
HTR5A inv ag,0,2,-10,9,-2,-1
Ecoli viability,1.1,0.6,1.9,-0.1,0.9,1.9
PKA-R1A act,1,-3,0,9,-6,-5
PKA-R2B act,-14,0,1,-8,-1,0
Mot1-301 SUMO,-4,-17,1,-10,-13,-13
MOR-DOR inv ag,14,11,-27,5,14,-6
PfHsp90 set2,6,-3,34,-37,-1,-1
MOR-DOR ag,-2.8,-2.2,5.2,-0.9,-2.7,1.1

37: c1ccc(-c2nnc3sc(-c4ccncc4)nn23)cc1
38: Cc1ccc(S(=O)(=O)N2CC(C(=O)O)Oc3ccccc32)cc1 (centres undefined)
39: CS(=O)(=O)N1CCCC(C(=O)Nc2c(F)cccc2F)C1 (centres undefined)
40: COc1ccccc1Nc1ccc([N+](=O)[O-])cn1
41: Cn1c(CCc2ccc(N)cc2)nc2ccccc21
42: Cc1ccc2c(c1)C1(OCCO1)C(=O)N2
screen / no.,37,38,39,40,41,42
AddAB inh,0.8,-1.0,-0.5,0.4,2.8,-1.2
Tat export inh,-4,1,-7,1,5,1
phage Ecoli inh,1.9,0.9,-0.5,4.1,2.1,4.4
HTR5A inv ag,11,16,-2,-4,3,0
Ecoli viability,-1.7,-1.0,-0.9,-3.7,0.1,-0.4
PKA-R1A act,-17,10,-12,1,-15,-4
PKA-R2B act,-1,-2,2,-2,-11,2
Mot1-301 SUMO,18,22,1,32,20,113
MOR-DOR inv ag,-2,5,11,9,4,14
PfHsp90 set2,/,5,18,-21,23,1
MOR-DOR ag,0.4,-1.0,-2.4,-1.8,-0.8,-2.6

43: CC(C)N(c1ccccc1)c1ncnc(NCCC(=O)O)c1[N+](=O)[O-]
44: COc1ccc(NC(=O)CSc2nnc(Cc3ccccc3)o2)c(OC)c1
45: COC(=O)c1ccc(N=NNc2ccccc2)cc1
46: CCOc1ccccc1CNS(=O)(=O)c1cnc[nH]1
screen / no.,43,44,45,46
AddAB inh,4.3,4.7,1.6,0.7
Tat export inh,-3,-4,4,-4
phage Ecoli inh,0.6,3.8,3.0,3.3
HTR5A inv ag,24,-11,-15,-3
Ecoli viability,1.6,1.1,0.0,-0.7
PKA-R1A act,-1,3,6,7
PKA-R2B act,1,-8,-9,-10
Mot1-301 SUMO,29,-8,-10,2
MOR-DOR inv ag,20,1,-9,12
PfHsp90 set2,-35,5,-2,6
MOR-DOR ag,-3.3,-0.2,1.6,-2.3

Hits appear at their usual frequency. Share with any hit: about 2.2%.
